High-throughput results as filed in PubChem.
esBAF inh: blocks esBAF chromatin remodeling in mouse ES cells; Bmi1-luciferase knock-in reporter, 24 h; 100% = twice the neutral-well signal; reporter increase, % at 12.5 µM; hit rate 2% among 350,000; AID 602393; in the data active = activation above about 40%;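 also: 0% = median of the plate's neutral control wells and 100% = double that signal; a rise in the Bmi1 reporter signal indicates esBAF inhibition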
SIRT5 inh: blocks human SIRT5 desuccinylation of peptide; Purified SirT5, succinyl-peptide AMC, trypsin-coupled fluorescence; inhibition, % at 15 µM; hit rate 1.1% among 330,000; AID 652115; in the data active = inhibition above about 15%
Target sequence (Q9NXA8 whole entry, looked up): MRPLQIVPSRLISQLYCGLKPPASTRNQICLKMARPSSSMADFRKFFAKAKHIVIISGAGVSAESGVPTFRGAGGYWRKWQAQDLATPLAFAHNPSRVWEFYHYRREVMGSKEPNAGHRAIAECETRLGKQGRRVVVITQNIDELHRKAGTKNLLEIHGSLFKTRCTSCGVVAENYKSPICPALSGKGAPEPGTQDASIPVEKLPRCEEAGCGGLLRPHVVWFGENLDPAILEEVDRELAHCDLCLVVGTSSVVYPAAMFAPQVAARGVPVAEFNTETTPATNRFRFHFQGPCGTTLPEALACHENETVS
miR122 inh: inhibitors of miR-122 in Huh7 cells; Huh7 miR-122 Renilla luciferase sensor, 48 h; neutral wells = 0, positive control = 100; AID 602342; activation (reporter increase), % at 12.5 µM; hit rate 0.3% among 340,000;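 active = mean replicate activation score at least 90 and every replicate individually at or above 90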;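 also: higher luciferase means less miR-122 activity so hits act as miR-122 inhibitors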
Statin myotox sup: suppressors of simvastatin-induced myotoxicity in C2C12 myotubes; hit rate 0.78% among 330,000; rescue of ATP level, % at 7.49 µM; ATP luminescence, 48 h; scaled: DMSO 0, geranylgeraniol control 100; AID 602340;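 active = mean ATP rescue above about 67%, or every replicate alone reaching that limit, limit read from the data, passing the limit was not always enough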;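 also: myotubes were challenged with 10 µM simvastatin during compound exposure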
Cneo AK release: Cryptococcus neoformans lysis via adenylate kinase release; C. neoformans lysis, adenylate kinase release luminescence, 4 h; normalised: neutral wells 0, clomiphene wells 100; lysis activity, % at 15 µM; hit rate 0.2% among 360,000;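 active = mean lysis activity across replicates of at least 80%, whatever share of replicates individually reach that level; inactive = mean lysis activity below 80%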
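Schedule: static 4 h at 37 °C with compound, 1 h detection; system: C. neoformans cells; benchmarks: Clomiphene as positive control; buffer or medium: fresh YPD medium; measure: luminescence rise reflecting yeast cell lysis; measured by: luminescent adenylate kinase detection reagent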
ARNT TACC3 PPI: disruptors of human ARNT/TACC3 interaction; hit rate 0.66% among 390,000; AlphaScreen His-ARNT PAS-B/GST-TACC3 binding, luminescence; TACC3 fragment carries E629A point mutation; AID 623870; inhibition, % at 9.99 µM;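 active = mean inhibition of replicates at least 50% and at least half of replicates each reaching 50%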;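 also: 0% = complete ARNT plus TACC3 wells and 100% = ARNT alone without TACC3; many hits fall short of the cut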
ERp5 block: ERp5 (human) disulfide isomerase inhibition; Q15084; ERp5 insulin aggregation, absorbance 650 nm, 90 min; inhibition, % at 9.99 µM; hit rate 0.05% among 350,000; AID 651711;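 active = mean replicate inhibition above about 25%, with every replicate also reaching it, limit read from the data, passing the limit was not always enough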
Target sequence (Q15084 whole entry, looked up): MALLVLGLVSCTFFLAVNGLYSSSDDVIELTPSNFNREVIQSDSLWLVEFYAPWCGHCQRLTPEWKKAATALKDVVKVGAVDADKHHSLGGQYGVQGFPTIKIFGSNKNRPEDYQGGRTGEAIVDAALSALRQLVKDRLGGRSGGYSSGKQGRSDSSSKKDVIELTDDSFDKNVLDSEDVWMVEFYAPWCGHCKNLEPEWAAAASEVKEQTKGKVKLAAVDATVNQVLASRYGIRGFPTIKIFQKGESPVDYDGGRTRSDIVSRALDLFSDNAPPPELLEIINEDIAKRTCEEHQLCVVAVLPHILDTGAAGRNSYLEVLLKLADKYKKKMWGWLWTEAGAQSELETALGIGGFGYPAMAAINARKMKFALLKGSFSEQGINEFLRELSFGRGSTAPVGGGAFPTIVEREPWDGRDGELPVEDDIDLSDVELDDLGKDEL
Starred values were filed as active, the others as inactive; x = not tested or not shown; [ ] = remark or other dose.

SMILES | esBAF inh | SIRT5 inh | miR122 inh | Statin myotox sup | Cneo AK release | ARNT TACC3 PPI | ERp5 block
CCCn1c(SCC(=O)N2CCCc3ccccc32)nnc1-c1ccco1 | -8 | x | -4 | -16 | -2 | -16 | x
CC1(C(=O)NC2CCCC2)CCC(=O)N1CCCn1ccnc1 (stereo not drawn) | -2 | -1 | 3 | 6 | 0 | x | -2
Cc1cccc(NC(=O)/C(=C\c2cccs2)NC(=O)c2ccccc2)c1 | 9 | -1 | x | -7 | 1 | -4 | 7
CC(C)=CCC/C(C)=C/CNC(=O)C[C@H]1C[C@H](C(=O)N2CCCCC2)[C@@]2(C)c3[nH]c4cc(CCC(=O)N(C)C)ccc4c3CCN2C1=O | -40 | x | x | -12 | -1 | 1 | x
COc1ccc(C2=NO[C@@H]3[C@@H]4C[C@@H]([C@H]5C(=O)N(C)C(=O)[C@@H]45)[C@H]23)c(OC)c1 | x | 0 | -7 | x | -2 | x | 5
Cc1ccc(NC(=O)COC(=O)c2c(-c3ccccc3)noc2C)c(C)c1 | -3 | -2 | -2 | 14 | 0 | 1 | -2
CCOc1ccc(NC(=O)CN(C)C(=O)Cn2c(=O)oc3ccccc32)cc1OCC | -1 | -2 | 2 | -1 | 2 | -6 | 7
CC1CCCCC1NC(=O)c1ccc(CNc2c(N3CCCC3)c(=O)c2=O)cc1 (stereo not drawn) | -1 | 1 | -4 | 5 | -2 | -19 | -2
O=C1OC(=O)C2C1[C@@H]1CC[C@H]2O1 (stereo partly drawn) | 1 | -2 | 4 | 4 | -1 | -8 | -2
Cc1ccc(OCC(O)Cn2c(=N)n(CCN3CCCCC3)c3ccccc32)cc1 (stereo not drawn) | -19 | x | -20 | -164 | 7 | 4 | x
FC(F)Oc1ccc(-c2csc(=Nc3cccnc3)n2CC2CCCO2)cc1 (stereo not drawn) | -19 | 1 | 5 | -12 | 13 | 21 | 5
O=C(Nc1ccc(Cl)cc1)N1CCC(c2nc(-c3ccccc3Cl)no2)CC1 | -2 | x | -4 | 14 | -2 | -8 | x
CC(=O)Nc1ccc(S(=O)(=O)NCCSCc2c(Cl)cccc2Cl)cc1 | -2 | x | 8 | -10 | -1 | -4 | x
CC(NCc1ccc(N(C)C)cc1)C1CC2CCC1C2 (stereo not drawn) | -8 | x | 9 | x | -4 | 0 | x
Cc1occc1C(=O)N1CCN(c2ccc([N+](=O)[O-])cc2)CC1 | -5 | -1 | x | -2 | 0 | -3 | 8
CCN(Cc1ccncc1)Cc1ccc(OC)cc1OC | -7 | 5 | -5 | 0 | -2 | 2 | -1
CCn1c2c(c(=N)c3c1CCC3)CCCC2 | x | -6 | -2 | x | 9 | x | 1
Cc1cc(-c2nnc(SCC(=O)Nc3ccccc3)n2C)no1 | x | -2 | x | x | x | 7 | 5
COc1ccccc1-c1cnc2c(c1)C(=O)N([C@@H](C)CO)C[C@@H](C)[C@@H](CN(C)Cc1ccccc1)O2 | 0 | -4 | 2[16.7 µM] | 7 | -2 | 2 | -1
O=C1N[C@H](c2ccccc2)COCc2cn(nn2)CC[C@H]1Cc1ccccc1 | x | 3 | x | x | 3 | x | 1
CCCNC(=O)c1ccccc1C(=O)NCCC | -7 | x | -7 | x | 1 | 4 | x
O=C(CCCC(=O)N(CC(=O)NC1CCCC1)c1ccc(F)c(Cl)c1)Nc1ccccn1 | 2 | -2 | -7 | -3 | 5 | -3 | 2
Cc1cc(C)nc(SCc2ccc(C(=O)O)o2)n1 | 3 | x | -1 | 7 | -4 | 7 | x
O=C1CC(Sc2nnc(-c3ccccc3)o2)C(=O)N1c1ccccc1 (stereo not drawn) | x | x | -1 | x | 0 | 0 | x
CC(Sc1nnc(-c2ccc(O)cc2)o1)C(=O)Nc1cccc2ccccc12 (stereo not drawn) | 16 | x | 1 | 4 | 13 | -2 | x
COc1ccc(C(C(=O)NCc2ccccc2)N(C(=O)c2snc(C(N)=O)c2N)C2CCCC2)cc1O (stereo not drawn) | 1 | 1 | x | 4 | -1 | -4 | -5
COc1cc(O)c(C(CCN2CCCC(C)C2)c2cc(OC)c(OC)c(OC)c2)c(OC)c1 (stereo not drawn) | 7 | -7 | -4 | -3 | 1 | -1 | -7
COc1ccc(NC(=O)CSc2nc3ccccc3c(=O)n2CCNC(C)=O)c(OC)c1 | 2 | 1 | 0 | 17 | x | 1 | -1
Cc1ccccc1OC(C)C(=O)NC1CCCC1 (stereo not drawn) | -8 | x | x | -1 | -2 | -4 | x
CN1CCN(C(=O)[C@H]2[C@H](CO)[C@H]3Cn4c(ccc(-c5cccnc5)c4=O)[C@H]3N2CC2CC2)CC1 | 1 | -4 | -1[16.7 µM] | -10 | -7 | -3 | 22
CNC(=O)CSc1nnnn1-c1ccc(C)cc1C | -6 | x | -1 | 6 | -1 | -6 | x
C[C@H]1CN([C@@H](C)CO)C(=O)c2cc(C#CC3CCCC3)cnc2O[C@@H]1CN(C)S(=O)(=O)c1cccc(F)c1 | 4 | 10 | -20[16.7 µM] | 57 | 16 | 9 | -5
Cc1ccccc1Nc1nnc(SCc2cc(=O)n3ccsc3n2)s1 | -2 | x | -4 | -27 | 0 | -5 | x
O=C1c2ccccc2C(O)N1Cc1ccccc1Cl (stereo not drawn) | -1 | 5 | x | 9 | -2 | -6 | 3
CCC1CCCCN1C(=O)c1ccc(OC)c(OC2CCN(C(C)=O)CC2)c1 (stereo not drawn) | x | -3 | x | x | -6 | 2 | -3
CCCC(=O)N1CCCC1(C)C(=O)NCc1ccc(SC)cc1 (stereo not drawn) | 10 | x | -2 | 5 | 0 | x | -4
CCOC(=O)CCc1cnccc1-c1cccc(OC)c1O | 15 | 2 | x | 5 | -2 | -2 | 3
COC(=O)NCCOC(=O)N(O)c1ccc(Br)cc1 | 22 | -4 | -1 | 40 | 2 | -14 | -3
COc1ccc(NC(=O)[C@H](CCS(C)(=O)=O)N2Cc3ccccc3C2=O)c(OC)c1 | 4 | -4 | 8 | 19 | -1 | 1 | 0
Cc1cc2nccc(-c3ccc(Cl)c([N+](=O)[O-])c3)n2n1 | -1 | -1 | x | -3 | 1 | -4 | 2

Part of the list above in a different format:
Every second line gives: esBAF inh, SIRT5 inh, miR122 inh, Statin myotox sup, Cneo AK release, ARNT TACC3 PPI, ERp5 block
> COc1ccc(NC(=O)[C@H](CCS(C)(=O)=O)N2Cc3ccccc3C2=O)c(OC)c1
    4, -4, 8, 19, -1, 1, 0
> Cc1cc2nccc(-c3ccc(Cl)c([N+](=O)[O-])c3)n2n1
    -1, -1, x, -3, 1, -4, 2
> CCCC(=O)N1CCCC1(C)C(=O)NCc1ccc(SC)cc1 (stereo not drawn)
    10, x, -2, 5, 0, x, -4
> CNC(=O)CSc1nnnn1-c1ccc(C)cc1C
    -6, x, -1, 6, -1, -6, x
> CCC1CCCCN1C(=O)c1ccc(OC)c(OC2CCN(C(C)=O)CC2)c1 (stereo not drawn)
    x, -3, x, x, -6, 2, -3

The listing continues:
SMILES | esBAF inh | SIRT5 inh | miR122 inh | Statin myotox sup | Cneo AK release | ARNT TACC3 PPI | ERp5 block
O=C(CSc1ccc([N+](=O)[O-])cn1)Nc1ccccc1N1CCOCC1 | -8 | 4 | x | -4 | -2 | -8 | -2
c1ccc(CNc2ccc(N3CCOCC3)cc2)cc1 | 5 | -1 | -2 | -3 | -2 | x | 7
CSc1nc2nc(-c3cccs3)cc(C(F)(F)F)c2c(=O)[nH]1 | -4 | -16 | 4 | 8 | -1 | 4 | 2
CCN(C[C@H]1N[C@@](Cc2ccccc2)(C(=O)OC)[C@H]2C(=O)N(C)C(=O)[C@@H]12)C(=O)NC(C)C | -5 | -3 | -6 | 6 | -1 | -6 | -5
O=C(CN1CCCC1)Nc1ccccc1Sc1ccc(Cl)cc1 | -3 | 0 | 7 | 11 | x | -13 | -6
CCC(=O)N[C@H]1CC[C@H](CC(=O)NCc2cc(F)cc(F)c2)O[C@@H]1CO | 1 | 9 | -5[16.7 µM] | 4 | -2 | -1 | 0
COc1cc(C(=O)NCc2nnc(SCC(=O)N3CCCCCC3)o2)cc(OC)c1OC | -4 | 1 | -7 | 0 | 1 | -25 | 0
CC1CN(S(=O)(=O)c2cccc(C(=O)Nc3ccc4c(c3)CCC4)c2)CC(C)O1 (stereo not drawn) | x | -4 | x | x | x | 5 | 3
Cc1ccc(C(=O)N/C(=C/c2cn(-c3ccccc3)nc2-c2ccccc2)C(=O)O)cc1 | -2 | -2 | -4 | 8 | -1 | x | -1
Cc1nc2ccccc2n1CC(O)COCC1CC=CCC1 (stereo not drawn) | -59 | x | -5 | -4 | 3 | x | x
CCCNC(=O)C[C@H]1CC[C@@H]2[C@H](COC[C@H](O)CN2C(=O)c2ccc(F)cc2)O1 | -4 | 4 | 4[16.7 µM] | 2 | 48 | -13 | 4
CC(C)(C)OC(=O)N1CCC[C@H]1c1nnc(SC/C=C/c2ccccc2)o1 | -6 | x | 5 | x | -1 | -1 | x
CCS(=O)(=O)c1nc2ccccc2n1CC(=O)N1CCCCC1 | -3 | x | 4 | -4 | 1 | -1 | x
Brc1ccc2c(c1)C(C1=NCCN1)c1ccccc1CS2 (stereo not drawn) | x | 1 | -6 | x | 0 | -8 | 5
CCc1nc(SCC(=O)Nc2cc(C)ccc2OC)c2c(C)c(C)sc2n1 | -5 | -7 | x | 1 | -1 | x | 0
CNC[C@@H]1Oc2ccc(NC(=O)CCC(F)(F)F)cc2C(=O)N([C@H](C)CO)C[C@@H]1C | -9 | -9 | -7[16.7 µM] | -23 | -3 | x | -6
COc1cccc(NC(=O)CN(C)C(=O)c2ccc(-c3cccc(C(F)(F)F)c3)o2)c1 | x | -1 | x | x | x | -7 | -1
Cc1onc(-c2ccccc2)c1NC(=O)N(CCC(=O)O)Cc1ccccc1 | x | 7 | 1 | x | 0 | x | -1
Cc1ncn2cc(-c3ccc(Cl)cc3Cl)[nH]c(=O)c12 | x | -4 | 7 | x | 0 | -5 | 0
CCOc1ccc(S(=O)(=O)N(C)c2ccc(OCC(=O)N3c4ccc(C)cc4C4CN(C)CCC43)cc2)cc1 (stereo not drawn) | x | -4 | 8 | x | 1 | -1 | 5
O=C(C[C@@H]1C[C@@H]2c3cc(NS(=O)(=O)c4ccccc4)ccc3O[C@@H]2[C@H](CO)O1)NC1CCCC1 | 18 | -6 | 4[16.7 µM] | 0 | 16 | -8 | 2
CCOC(=O)C1(CCOc2ccccc2)CCN(Cc2nccn2CC)CC1 | x | -1 | x | x | x | 4 | 0
COc1ccc(N2CCN(C(=O)c3ccc(C)c(Cl)c3)CC2)cc1 | 1 | x | 3 | -5 | -1 | 4 | x
COc1cccc(NC(=O)N2C[C@@H](O)COC[C@@H]3O[C@@H](CC(=O)NCc4ccccc4F)CC[C@H]32)c1 | 0 | x | 3[16.7 µM] | 4 | 47 | 9 | x

Looked up one by one from above, five records:
SMILES | esBAF inh | SIRT5 inh | miR122 inh | Statin myotox sup | Cneo AK release | ARNT TACC3 PPI | ERp5 block
CCOc1ccc(S(=O)(=O)N(C)c2ccc(OCC(=O)N3c4ccc(C)cc4C4CN(C)CCC43)cc2)cc1 (stereo not drawn) | x | -4 | 8 | x | 1 | -1 | 5
COc1cc(O)c(C(CCN2CCCC(C)C2)c2cc(OC)c(OC)c(OC)c2)c(OC)c1 (stereo not drawn) | 7 | -7 | -4 | -3 | 1 | -1 | -7
CCC(=O)N[C@H]1CC[C@H](CC(=O)NCc2cc(F)cc(F)c2)O[C@@H]1CO | 1 | 9 | -5[16.7 µM] | 4 | -2 | -1 | 0
COC(=O)NCCOC(=O)N(O)c1ccc(Br)cc1 | 22 | -4 | -1 | 40 | 2 | -14 | -3
CCS(=O)(=O)c1nc2ccccc2n1CC(=O)N1CCCCC1 | -3 | x | 4 | -4 | 1 | -1 | x

Compounds were not picked by outcome. About 4% of those tested had a hit in this group.
